Bioassay records: PubChem BioAssay, several laboratories
SRC2 inh – inhibits human steroid receptor coactivator 2; Q15596; HEK293 GAL4-SRC2 luciferase reporter, luminescence; inhibition, % at 9 µM; 370,000 tested, 0.17% active; AID 651957;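 active means inhibition above the mean inhibition of all tested compounds plus 3 SD, set per campaign, cut at about 52% in these data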;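 further: 0% = DMSO treated cells and 100% = cells given Gossypol at 36 µM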
TLR9-MyD88 block – blocks human TLR9 binding to MyD88. CHO BLA complementation TLR9-MyD88, CCF4 FRET ratio. inhibition, % at 4.98 µM. 340,000 tested, 0.21% active;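 active means inhibition above the mean over all tested compounds plus 3 SD, cut at about 21% in these data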;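 further: 0% = DMSO only wells and 100% = clavulanate BLA inhibitor control wells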
C8 TRAIL sens – caspase-8 TRAIL sensitization | NB7+C8 cells + TRAIL, ATPlite viability luminescence | inhibition (viability loss, TRAIL sensitization), % at 10 µM | 360,000 tested, 1% active | AID 624354;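 active means compounds causing at least 50% loss of cell viability in the single-dose screen, relative to plate controls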
Vif imaging – blocks HIV Vif function; inhibition, % at 7.49 µM; AID 602346; 340,000 tested, 0.35% active; HEK293T cells, Vif self-association by quenched fluorescence, imaging, 24 h; in the data active means inhibition above about 50%, passing the limit was not always enough; further: some results filed as inactive read as strong as hits
COUP-TFII inh – NR2F2 (human) inhibition, primary screen | inhibition, % at 8.6 µM | P24468 | HEK293T NGFI-A luciferase reporter, luminescence | 370,000 tested, 0.7% active;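 active means inhibition above a per-plate cutoff, mean inhibition of test wells between control levels plus 3 SD, cut at about 38% in these data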;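 further: cells cotransfected with COUP-TFII expression vector driving the NGFI-A reporter; 0% = median of COUP-TF2 test wells and 100% = reporter-only cells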
SRC1 inh – inhibits human SRC1 coactivator; HEK293 GAL4-SRC1 luciferase reporter, luminescence; inhibition, % at 3.6 µM; 360,000 tested, 0.12% active; AID 588354;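 active means inhibition above the campaign mean plus 3 SD, with each screening campaign given its own cutoff, cut at about 60% in these data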;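 further: 0% = DMSO treated cells and 100% = gossypol at 36 µM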
Target sequence (Q15788 whole entry, looked up, the tested form may be a part): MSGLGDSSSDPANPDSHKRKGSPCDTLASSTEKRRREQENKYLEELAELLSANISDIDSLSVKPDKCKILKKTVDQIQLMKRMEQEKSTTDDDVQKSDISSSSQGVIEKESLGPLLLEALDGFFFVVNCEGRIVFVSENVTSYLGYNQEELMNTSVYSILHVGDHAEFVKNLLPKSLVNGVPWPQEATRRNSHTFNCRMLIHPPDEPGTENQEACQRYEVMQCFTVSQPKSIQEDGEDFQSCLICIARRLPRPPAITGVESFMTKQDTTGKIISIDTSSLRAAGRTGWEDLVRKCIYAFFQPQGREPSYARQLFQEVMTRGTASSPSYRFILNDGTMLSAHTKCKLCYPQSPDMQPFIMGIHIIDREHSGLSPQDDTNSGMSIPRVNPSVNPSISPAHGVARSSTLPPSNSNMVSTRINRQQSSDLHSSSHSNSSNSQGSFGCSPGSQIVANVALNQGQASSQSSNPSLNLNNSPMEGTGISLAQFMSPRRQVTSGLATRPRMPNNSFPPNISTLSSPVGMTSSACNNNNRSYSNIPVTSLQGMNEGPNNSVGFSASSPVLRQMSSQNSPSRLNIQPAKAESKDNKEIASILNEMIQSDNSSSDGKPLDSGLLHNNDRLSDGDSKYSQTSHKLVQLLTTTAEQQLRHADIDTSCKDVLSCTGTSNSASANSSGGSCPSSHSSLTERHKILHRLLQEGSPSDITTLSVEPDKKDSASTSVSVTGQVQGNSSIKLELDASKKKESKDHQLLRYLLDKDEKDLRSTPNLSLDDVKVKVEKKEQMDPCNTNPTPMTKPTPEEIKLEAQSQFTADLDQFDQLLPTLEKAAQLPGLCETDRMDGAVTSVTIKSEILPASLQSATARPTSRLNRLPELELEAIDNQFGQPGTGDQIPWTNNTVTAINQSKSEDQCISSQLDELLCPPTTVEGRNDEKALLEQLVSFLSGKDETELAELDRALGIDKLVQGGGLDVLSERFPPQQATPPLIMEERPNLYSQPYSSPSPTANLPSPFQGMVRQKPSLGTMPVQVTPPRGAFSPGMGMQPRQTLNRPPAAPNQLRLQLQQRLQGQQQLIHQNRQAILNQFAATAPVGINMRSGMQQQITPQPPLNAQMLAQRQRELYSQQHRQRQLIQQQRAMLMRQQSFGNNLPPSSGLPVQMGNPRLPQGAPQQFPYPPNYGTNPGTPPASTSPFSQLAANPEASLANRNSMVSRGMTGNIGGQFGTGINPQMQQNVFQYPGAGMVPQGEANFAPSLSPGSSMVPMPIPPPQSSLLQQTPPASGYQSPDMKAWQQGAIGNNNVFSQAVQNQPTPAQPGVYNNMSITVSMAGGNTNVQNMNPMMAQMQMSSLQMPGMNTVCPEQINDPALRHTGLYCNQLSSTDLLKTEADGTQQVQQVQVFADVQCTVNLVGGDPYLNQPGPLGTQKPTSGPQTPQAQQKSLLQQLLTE
NCOA3 inh – inhibitors of human steroid receptor coactivator 3 (SRC3). HEK293 GAL4-SRC3 luciferase reporter, luminescence. inhibition, % at 3.6 µM. 360,000 tested, 0.17% active;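 active means inhibition above a per-campaign cutoff, the mean of all compounds plus 3 SD, cut at about 60% in these data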;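 further: 0% = DMSO-treated cells and 100% = gossypol-treated cells at 36 µM; higher means less SRC3-driven luciferase light from the GAL4 reporter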
TROY NFkB inh – TROY signaling inhibition. inhibition, % at 10 µM. AID 1347056. Q293 LMP1-TROYcd NF-kB luciferase reporter, 4 h. 360,000 tested, 0.98% active;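 active means compounds whose plate-normalised and pattern-corrected inhibition of the luciferase reporter signal at the single screening dose is 50% or more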
LRH-1 inv ag – NR5A2 inverse agonism in reporter assay; O00482; HEK293T StAR-luciferase reporter, LRH-1 transfected, 24 h; inhibition, % at 3.6 µM; 360,000 tested, 0.13% active; AID 602396;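 active means inhibition above the mean inhibition of all tested compounds plus 3 SD, cut at about 73% in these data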;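 further: 0% = DMSO wells and 100% = reporter-only cells lacking LRH-1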
EBV LMP1 NFkB – inhibitors of Epstein-Barr LMP1-induced NF-kappaB reporter; LMP1-induced NF-kappaB luciferase reporter cells, luminescence; inhibition, % at 12.5 µM; 350,000 tested, 0.69% active; AID 504558; in the data active means inhibition above about 41%;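 further: 0% = neutral control wells and 100% = reference inhibitor control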
NOD2 RIPK2 PPI – inhibitors of human NOD2-RIPK2 interaction; CHO BLA complementation NOD2-RIPK2, CCF4 ratio; inhibition, % at 4.98 µM; 360,000 tested, 0.38% active; in the data active means inhibition above about 21%;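 further: 0% = vehicle only and 100% = reference blocker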
* = called active by the depositor; nt = no result given. Some of the compounds tested, so the mix of outcomes need not match the whole.

SMILES | SRC2 inh | TLR9-MyD88 block | C8 TRAIL sens | Vif imaging | COUP-TFII inh | SRC1 inh | NCOA3 inh | TROY NFkB inh | LRH-1 inv ag | EBV LMP1 NFkB | NOD2 RIPK2 PPI
O=c1[nH]c(/C(Cl)=C/c2c(F)cccc2Cl)nc2cc(Cl)ccc12 | -18 | -2 | 10 | 0 | -14 | 1 | 21 | -16 | 6 | -17 | 9
CCn1c2c(c3cc(C(=O)O)ccc31)CCCC2=O | 11 | -1 | -9 | 12 | -11 | 5 | -4 | 10 | 10 | 14 | -1
Cc1nc2ccccn2c1C(=O)N/N=C/c1cc(C)n(-c2ccc(Br)cc2)c1C | 20 | 7 | 13 | -3 | -12 | 5 | 6 | 3 | -5 | 8 | 13
CCOC(=O)Cc1nnc2c(Nc3ccc(C)cc3)nc3nonc3n12 | -11 | -4 | 0 | 5 | 4 | -3 | -6 | 18 | 7 | -4 | -6
NNC(=O)c1ccc(-c2cccc([N+](=O)[O-])c2)o1 | -11 | 2 | -6 | 0 | -13 | -11 | 2 | -24 | -10 | -8 | 0
CC1(C)Cc2c(cnn2-c2cccc(F)c2)C(NC(=O)c2cc[n+]([O-])cc2)C1 (centres undefined) | -25 | -12 | -7 | 15 | 2 | -11 | 10 | 10 | -3 | -1 | 6
Cc1ccccc1NC(=O)c1ccc([N+](=O)[O-])o1 | 11 | 1 | 6 | -1 | -14 | 6 | 4 | 14 | 58 | -27 | -6
S=C(NCc1cccs1)NCC1CCCO1 (centres undefined) | -5 | -6 | -4 | nt | 3 | 6 | 7 | 9 | -4 | 1 | 2
Cc1csc2ncnc(NNC(=O)c3ccc(Cl)cc3)c12 | 6 | -4 | -3 | -22 | 28 | -7 | 19 | 6 | 15 | 13 | -2
O=C(Nc1ccc(Cl)cc1C(=O)N1CCCCC1)c1ccco1 | -22 | 2 | -18 | -4 | -8 | 2 | 3 | -7 | 5 | 0 | -18
Cc1ccc2oc(C(F)(F)C(F)F)cc(=O)c2c1 | -27 | 7 | -2 | 2 | 0 | 3 | 9 | 3 | -7 | -1 | -4
O=c1[nH]c(/C=C\c2ccc(O)c(Cl)c2)nc(O)c1[N+](=O)[O-] | 3 | -18 | 1 | -8 | 21 | -2 | -2 | 1 | -18 | -1 | -5
CCCCCOc1ccc(N2C(=O)C3C4C=CC(C3C2=O)N(C)C4=O)cc1 (centres undefined) | 2 | -5 | 14 | -4 | 8 | 6 | 10 | -19 | 8 | -6 | 1
COc1cccc(/C=N/NC(=O)C(=O)N2CCCC2)c1OC | 6 | -7 | -4 | 6 | 7 | -4 | -6 | -38 | -3 | -4 | -2
CCC/C=C/c1ccc(CN2C(CC(C)C)C(=O)N(Cc3cn(CC4CCCCC4)nn3)CCS2(=O)=O)cc1 (centres undefined) | -12 | -11 | 7 | -2 | 5 | -4 | 19 | -2 | 10 | 11 | -5
CCCOc1ccc(C2C(C(=O)c3ccc(C)o3)=C(O)C(=O)N2Cc2ccco2)cc1 (centres undefined) | 3 | 1 | -1 | -12 | 1 | -6 | -28 | -22 | -7 | -4 | 5
CCOC(=O)c1ccc(CC(=O)c2ccc(O)cc2O)o1 | 14 | -39 | -14 | -3 | 16 | -14 | 26 | 28 | 8 | 51* | -13
Cc1ccc(S(=O)(=O)Cc2cc(F)c([N+](=O)[O-])cc2[N+](=O)[O-])cc1 | nt | 3 | 65* | 3 | nt | 1 | 8 | -18 | -6 | -8 | -1
Cc1ccc(OCCCn2c(=O)oc3ccccc32)cc1 | -10 | 3 | 6 | 0 | -20 | -25 | -13 | -58 | -9 | -8 | 0
CCCCCOc1ccc(/C=c2\sc3nc(=O)c(-c4ccccc4)nn3c2=O)cc1OC | 8 | -1 | 12 | 15 | 18 | -1 | 2 | -35 | -14 | -2 | 1

Two entries drawn at random from the list so far:
SMILES | SRC2 inh | TLR9-MyD88 block | C8 TRAIL sens | Vif imaging | COUP-TFII inh | SRC1 inh | NCOA3 inh | TROY NFkB inh | LRH-1 inv ag | EBV LMP1 NFkB | NOD2 RIPK2 PPI
CCC/C=C/c1ccc(CN2C(CC(C)C)C(=O)N(Cc3cn(CC4CCCCC4)nn3)CCS2(=O)=O)cc1 (centres undefined) | -12 | -11 | 7 | -2 | 5 | -4 | 19 | -2 | 10 | 11 | -5
CCOC(=O)c1ccc(CC(=O)c2ccc(O)cc2O)o1 | 14 | -39 | -14 | -3 | 16 | -14 | 26 | 28 | 8 | 51* | -13

(list continues)
SMILES | SRC2 inh | TLR9-MyD88 block | C8 TRAIL sens | Vif imaging | COUP-TFII inh | SRC1 inh | NCOA3 inh | TROY NFkB inh | LRH-1 inv ag | EBV LMP1 NFkB | NOD2 RIPK2 PPI
CC(C)NC(=S)N1CCN(c2ncccn2)CC1 | 11 | -11 | 0 | 3 | 12 | 12 | 18 | -5 | 8 | -15 | 6
O=C1OC(c2ccc(F)cc2)=C/C1=C\c1ccc(O)cc1 | 0 | 11 | -8 | -3 | 10 | -9 | -14 | -35 | -13 | 4 | -7
COCCNC(=O)C1CCCN(C(=O)Cc2ccc(F)cc2)CC1 (centres undefined) | -26 | nt | -8 | -7 | -11 | -1 | 1 | -15 | -2 | nt | -6
COc1cc(/C=C/C(=O)OCC(=O)Nc2c(C)n(C)n(-c3ccccc3)c2=O)ccc1O | -11 | -2 | -6 | -5 | -10 | -6 | 7 | 2 | 3 | 11 | -2
COc1c2occc2c(OC)c2c(=O)cc(C(F)(F)F)oc12 | -27 | -5 | 8 | 8 | 13 | 8 | -3 | -2 | -2 | 0 | -12
CCOC(=O)C(C)c1nn(C)c(=O)c2ccccc12 (centres undefined) | 4 | -5 | 7 | 13 | -3 | -9 | -15 | 14 | -12 | -3 | -2
C[C@H](NC(=O)c1[nH]cnc1C(=O)Nc1ccccc1)c1ccccc1 | 0 | 3 | 2 | -7 | 15 | 4 | 9 | 20 | -14 | 7 | -7
CCc1ccc(N2CC(C(=O)Nc3nnc(CC)s3)CC2=O)cc1 (centres undefined) | -25 | -9 | -1 | 0 | 6 | -10 | 4 | 0 | -8 | 3 | -11
COCCCNC(=O)CN1C(=O)/C(=C/c2ccccc2C)Sc2ccccc21 | -13 | 14 | 0 | -12 | 1 | 10 | 13 | 5 | 14 | -6 | -16
O=C1C2CCCCN2C(=O)N1CCCN1CCN(c2cccc(C(F)(F)F)c2)CC1 (centres undefined) | -22 | -5 | -9 | -6 | -1 | 3 | 15 | 21 | 10 | 2 | 11
Cc1occc1C(=O)NNC(=O)c1ccccc1[N+](=O)[O-] | -36 | -14 | 4 | 1 | -23 | -40 | 0 | -6 | -6 | 1 | 4
O=C(NCc1ccccc1)C1Nc2ccc(OC(F)(F)F)cc2C2C=CCC12 (centres undefined) | -8 | 2 | -1 | -7 | -10 | -21 | -1 | -1 | 0 | -4 | -2
CC(C)(C)OC(=O)N1CCCC1C(=O)O (centres undefined) | 7 | 5 | -12 | -8 | 4 | -1 | 10 | -8 | -2 | 2 | 7
COc1ccc(NC(=O)Nc2cccnc2)cc1 | -36 | -5 | 30 | 4 | -38 | -49 | -36 | -8 | -46 | -1 | -17
Cc1nccc(-c2ccc3c(c2)OCO3)n1 | -16 | 0 | -7 | -2 | -16 | 0 | -5 | -12 | -4 | -7 | 4
Cc1ccc(C(=O)NNC(=O)c2ccc(-n3cncn3)c([N+](=O)[O-])c2)cc1 | 5 | -2 | 8 | 3 | -22 | 6 | 11 | 11 | -16 | 9 | 0
CC(C)(C)c1ccc(S(=O)(=O)N2CCc3nc4ccccc4c(C(=O)O)c3C2)cc1 | -8 | -3 | 25 | -4 | -16 | -4 | -1 | 17 | -4 | 1 | -1
COc1cccc(/C=N/n2c(SC)nnc2-c2ccccc2)c1OC | 2 | -4 | 9 | 7 | 4 | -13 | -3 | 7 | -2 | 3 | 0
CCOC(=O)/C(C#N)=C(/C)c1ccc(OC)cc1 | -17 | 6 | -14 | 2 | -1 | -23 | 4 | -25 | 14 | 2 | -16
CCCC(=O)c1c(NC)cc(C)oc1=O | -57 | -4 | -3 | 7 | -5 | -5 | 20 | 13 | -3 | 9 | -8
CCN1CCN(c2ccc(S(=O)(=O)N3CCOCC3)cc2NC(=O)C2CCC(C(C)(C)C)CC2)CC1 (centres undefined) | 2 | -5 | 12 | 0 | -12 | 1 | 3 | -15 | -31 | -9 | 17
Cc1cccc(NC(=S)N2CCCC(c3nc4ccccc4[nH]3)C2)c1 (centres undefined) | 9 | -6 | -3 | -14 | 3 | -3 | -14 | 2 | 9 | -3 | 0
COC(=O)CN1C(=O)[C@H]2[C@@H](/C=C/c3ccccc3)N3C(=O)CN(Cc4ccc(-c5ccccc5)cc4)C(=O)[C@@]3(C)[C@H]2C1=O | 3 | 5 | -2 | 10 | -3 | 7 | -3 | 4 | 4 | 0 | -14
COCCCn1c(C)cc(C(=O)COC(=O)C23CC4CC(CC(O)(C4)C2)C3)c1C | -25 | -1 | 3 | -3 | 27 | 20 | -1 | 0 | -18 | -23 | -2
Cc1cc(C(=O)NNC(=O)Cc2ccc(Cl)c(Cl)c2)c(C)o1 | 8 | -5 | 8 | 3 | 0 | 2 | 15 | -8 | 21 | 5 | 7
Cc1cc(C)c(C)c(S(=O)(=O)N2CCN(CC(=O)NC(=O)NCc3ccccc3)CC2)c1C | -42 | -11 | 2 | -11 | 10 | 2 | -10 | 11 | -13 | 7 | -8
c1ccc(-n2cnc3cc(NCc4ccncc4)ccc32)cc1 | -59 | -2 | 4 | 0 | -26 | -33 | -11 | 38 | -20 | 7 | 6
CCN(CC)CCNC(=O)c1cn(CC)c2ccc(S(=O)(=O)N3CCOCC3)cc2c1=O | -1 | 9 | -5 | 5 | -3 | -3 | -33 | -1 | 19 | -2 | 1
C[C@@H]1CN([C@@H](C)CO)C(=O)CCCn2nncc2CO[C@@H]1CN(C)S(=O)(=O)c1ccccc1F | -18 | -5 | -5 | -1 | 6 | 15 | 0 | -16 | 6 | -3 | -2
C/C(=N\N=C(/N)SC1CC(=O)N(c2ccc(Br)cc2)C1=O)c1cccs1 (centres undefined) | 23 | 1 | -11 | 12 | 7 | -1 | -12 | 7 | 13 | 3 | 13
COc1ccccc1NC(=O)COC(=O)c1ccccc1SCC(=O)N1CCCC1 | -30 | -3 | 10 | 0 | 13 | -12 | -4 | -1 | 2 | 2 | -1
CCc1ccccc1NC(=O)CSC1=C(C#N)C(c2ccc(O)c(OC)c2)C2=C(CCCC2=O)N1 (centres undefined) | 0 | -5 | -13 | 3 | 9 | -2 | 12 | -2 | -8 | -19 | 10
CC(=O)NC12CC3CC(C1)CC(C(=O)N(C)CC(=O)Nc1ccccc1Cl)(C3)C2 | 3 | 7 | -4 | -13 | -3 | -14 | 6 | -22 | 4 | 8 | 4
COc1cc(NC(=S)NN2CCOCC2)cc(OC)c1 | -18 | 6 | -11 | 16 | 1 | -2 | 7 | -18 | -7 | -8 | 5
Cc1cc(=O)[nH]c(SCC(=O)NC2CCCCC2)n1 | -15 | -8 | 9 | -2 | -3 | -22 | -3 | 8 | 21 | -3 | 0
Cn1nccc1C(=O)NC(=S)Nc1sc2c(c1C#N)CCCCC2 | -17 | 7 | 20 | -2 | -27 | -47 | 2 | -11 | -10 | -33 | -13
